# TDP2 inh: human TDP2 enzyme inhibitors, primary screen, biochemical, epi absorbance, recombinant enzyme; AID 720702, 2013; inhibition, % at 12.8 µM; Tyrosyl-DNA phosphodiesterase 2 (Homo sapiens), O95551; T5PNP hydrolysis, p-nitrophenol absorbance 415 nm; 370,000 tested, 0.34% active;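 active = inhibition above the mean of all tested compounds plus 3 SD, set per campaign, cut at about 25% in these data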;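 note: 0% = DMSO with enzyme and 100% = buffer with substrate but no TDP2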
#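 System – recombinant human TDP2 · Quantity – TDP2 enzyme at 120 nM final · Doses – single concentration, 12.8 µM nominal, with 1% DMSO · Incubation – 2 h at 37 °C · Measured by – epi absorbance of p-nitrophenol freed from T5PNP by hydrolysis · Read-out – % inhibition relative to enzyme-containing and enzyme-free wells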
# ADAM17 inh: ADAM17 inhibitors, primary screen, biochemical, QFRET; Disintegrin and metalloproteinase domain-containing protein 17 (Homo sapiens), P78536; recombinant ADAM17, EDANS/DABCYL FRET peptide cleavage; inhibition, % at 6.95 µM; 370,000 tested, 0.83% active; AID 720648, 2013;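 active = inhibition above the mean of compounds lying between control limits plus 3 SD, set per campaign, cut at about 8.5% in these data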;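 note: 0% = DMSO-only wells as the low control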
# PLC-gamma1 inh: PLC-gamma1 enzyme inhibitors, primary screen, biochemical, fluorescence, purified enzyme | AID 720700, 2013 | 370,000 tested, 0.84% active | inhibition, % at 12.2 µM | fluorogenic substrate; in the data active = inhibition above about 9.5%
# ARFGAP1 inhibitor: inhibitors of rat ARFGAP1 GAP activity, primary screen, biochemical, fluorescence polarization, GDP tracer | ADP-ribosylation factor GTPase-activating protein 1 (Rattus norvegicus), Q62848 | Arfgap1-stimulated ARF1 GTP hydrolysis, GDP FP detection | inhibition, % at 16.5 µM | 360,000 tested, 0.26% active;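 active = inhibition above a per-plate limit, mean inhibition of low control wells plus 3 SD, cut at about 25% in these data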;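 note: 0% = DMSO wells with enzyme and 100% = wells lacking Arfgap1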
# Target sequence (Q62848 1-136 limits assumed): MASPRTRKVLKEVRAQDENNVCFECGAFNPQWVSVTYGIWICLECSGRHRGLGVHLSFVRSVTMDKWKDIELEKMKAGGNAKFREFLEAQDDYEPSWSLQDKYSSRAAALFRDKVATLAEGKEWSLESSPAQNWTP
#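 material = rat Arfgap1 catalytic domain, aa 1-136 | also added = human ARF1(Δ1-17)-GTP substrate | compound dosing = one concentration, 16.5 µM, DMSO 1.26% | times = GTP hydrolysis reaction 2 h at 25 °C | measured by = FP, GDP Alexa 633 tracer displaced from anti-GDP antibody, 620/688 nm | evaluation = percent inhibition of Arfgap1-stimulated GTP hydrolysis | replication = single well per compound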
# PLCb3 inh: human PLC-beta3 inhibitors, primary screen, biochemical, fluorescence | Purified PLC-beta3, fluorogenic substrate | inhibition, % at 12.2 µM | 370,000 tested, 0.18% active; in the data active = inhibition above about 11%;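 note: 0% = median of compound wells on plate and 100% = full blocker control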
# DDE Tn6 FP inh: inhibitors of Tn6 peptide binding to fibrin DD(E), primary screen, biochemical, fluorescence polarization, human fibrin, Tn6 probe; Fibrinogen beta chain (Homo sapiens), P02675; Fibrin DD(E) TRITC-Tn6 fluorescence polarization displacement; inhibition, % at 8.3 µM; 370,000 tested, 0.21% active; AID 720509, 2013;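 active = inhibition above a per-campaign cutoff: mean of compounds within control limits plus 3 SD, cut at about 15% in these data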;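 note: 0% = median of all compound wells on the plate and 100% = blocking peptide control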
# ADAM10 inh: human ADAM10 inhibitors, primary screen, biochemical, QFRET, HTS; Disintegrin and metalloproteinase domain-containing protein 10 (Homo sapiens), O14672; inhibition, % at 7 µM; recombinant ADAM10, EDANS/DABCYL FRET peptide cleavage, 3 h; AID 720582, 2013; 370,000 tested, 0.62% active;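 active = inhibition above a per-campaign cutoff equal to the mean of compounds falling between control-based bounds plus 3 SD, cut at about 20% in these data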;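 note: 0% = DMSO wells while the 100% control is not disclosed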
# Target sequence (O14672 214-748 limits assumed): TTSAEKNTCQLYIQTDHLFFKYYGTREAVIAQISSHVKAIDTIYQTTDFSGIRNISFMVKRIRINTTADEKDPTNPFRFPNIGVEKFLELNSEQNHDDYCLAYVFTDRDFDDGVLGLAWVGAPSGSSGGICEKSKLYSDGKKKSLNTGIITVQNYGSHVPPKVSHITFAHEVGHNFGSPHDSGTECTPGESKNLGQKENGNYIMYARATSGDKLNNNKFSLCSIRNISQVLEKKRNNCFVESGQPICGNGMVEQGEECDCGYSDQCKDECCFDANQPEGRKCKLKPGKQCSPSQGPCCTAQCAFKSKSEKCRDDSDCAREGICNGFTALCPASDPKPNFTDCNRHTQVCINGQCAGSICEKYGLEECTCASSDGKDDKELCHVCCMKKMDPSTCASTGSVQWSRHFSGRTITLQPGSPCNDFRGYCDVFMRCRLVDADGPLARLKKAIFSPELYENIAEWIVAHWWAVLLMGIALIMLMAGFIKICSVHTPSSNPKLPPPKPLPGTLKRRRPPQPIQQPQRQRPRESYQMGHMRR
# SIAE primary: human SIAE inhibitors, primary screen, biochemical, fluorescence polarization, FP-Rh probe, 1536-well HTS; Sialate O-acetylesterase (Homo sapiens), Q9HAT2; SIAE FP-Rh probe binding; inhibition, % at 9.66 µM; 370,000 tested, 0.69% active;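 active = inhibition above a cutoff: mean of compounds within the control limits plus 3 SD of those, cut at about 17% in these data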;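 note: 0% = plate median of compound wells and 100% = probe without SIAE protein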
# Tn7 DDE FP: inhibitors of Tn7 peptide binding to fibrin DD(E), primary screen, biochemical, fluorescence polarization, human fibrin, Tn7 probe | FP displacement of FITC-Tn7 peptide from fibrin DD(E); 0% = median of compound wells per plate | inhibition, % at 8.3 µM | 370,000 tested, 0.13% active;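 active = inhibition above the mean of compounds falling within the control limits plus 3 SD of them, cut at about 14% in these data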;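 note: 0% = plate median of compound wells and 100% = 10 µM Aha-Tn7 peptide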
#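 Assay system: human fibrin DD(E) protein / Input: 2 µM fibrin DD(E) / Benchmarks: high control of 10 µM Aha-Tn7 peptide / Measured by: fluorescence polarization of the labelled Tn7 tracer / Medium: Tris buffer with calcium and detergent, pH 7.8 / Timing: 10 min compound pre-incubation, 3 h probe incubation at room temperature / Repeats: one replicate per compound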
# ASAP1 GAP inh: inhibitors of human ASAP1 ArfGAP activity, primary screen, biochemical, fluorescence polarization; Arf-GAP with SH3 domain, ANK repeat and PH domain-containing protein 1 (Homo sapiens), …; ASAP1-stimulated ARF1 GTP hydrolysis, GDP FP detection; inhibition, % at 16.5 µM; 360,000 tested, 0.19% active; in the data active = inhibition above about 25%;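 note: 0% = vehicle with enzyme and substrate and 100% = no enzyme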
# Target sequence (Q9ULH1 325-724 limits assumed): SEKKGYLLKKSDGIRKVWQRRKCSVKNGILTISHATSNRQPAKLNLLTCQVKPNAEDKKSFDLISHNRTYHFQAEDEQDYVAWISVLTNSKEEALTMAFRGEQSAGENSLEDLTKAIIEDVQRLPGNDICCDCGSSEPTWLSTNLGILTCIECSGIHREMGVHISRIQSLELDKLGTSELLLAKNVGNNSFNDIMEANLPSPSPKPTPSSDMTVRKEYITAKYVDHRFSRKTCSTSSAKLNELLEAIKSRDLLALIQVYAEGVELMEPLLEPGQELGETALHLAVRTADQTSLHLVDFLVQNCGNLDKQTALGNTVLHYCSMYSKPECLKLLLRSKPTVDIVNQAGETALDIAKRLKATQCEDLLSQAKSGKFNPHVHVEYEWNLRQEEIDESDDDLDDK
# An asterisk follows results filed as active.
canonical_smiles	TDP2 inh	ADAM17 inh	PLC-gamma1 inh	ARFGAP1 inhibitor	PLCb3 inh	DDE Tn6 FP inh	ADAM10 inh	SIAE primary	Tn7 DDE FP	ASAP1 GAP inh
CCN(CC)CCCNC(=S)N(Cc1cccs1)Cc1cc2cc3c(cc2[nH]c1=O)OCCO3	-3	-51	-32	5	-34	8	-193	-3	-1	5
C=CCNc1nc(-c2ccc3c(c2)OCCO3)cs1	-18	6	-5	15	-7	-1	18	0	-4	4
N#C/C(=C\c1ccccc1O)C(=O)Nc1cccnc1	5	-3	2	-15	-4	-4	-2	-2	-2	2
Cc1ccc(S(=O)(=O)c2cc3c(=O)n4ccccc4nc3n(C3CCCCC3)c2=N)cc1	2	-7	-3	2	-10	5	-7	-9	4	-15
CCCCn1c(SCc2nc(N)nc(N3CCCCC3)n2)nc2c1c(=O)n(C)c(=O)n2C	-1	-5	-1	-4	0	-10	-2	-9	3	0
CC(=O)c1sc(NC(=O)C2=NN(c3ccccc3)C(=O)CC2)nc1C	-10	2	1	2	-7	-4	6	-5	-6	5
COc1ccc(CCN(C)C2CCCN(C(=O)c3ccnn3C)C2)cc1OC (stereo not given)	-10	-6	-3	4	-8	2	-16	2	1	0
COc1ccc(-c2cc(C(F)F)n3ncc(C(=O)N4CCSCC4)c3n2)cc1	0	-29	-120	-8	-167	6	-95	15	-2	-7
Cc1noc(C)c1NC(=O)Nc1ccc2c(c1)C(=O)N([C@@H](C)CO)C[C@@H](C)[C@H](CN(C)C(=O)Nc1cccc3ccccc13)OCCCC[C@H](C)O2	-4	-5	-7	-18	-11	6	-40	5	-3	9
CC1(CCc2ccccc2)NC(=O)N(Cc2nnc(-c3ccccc3Br)o2)C1=O (stereo not given)	-8	2	0	6	0	-4	7	5	-3	7
COCC(C)n1c(C)cc(C(=O)COC(=O)c2ccc3c(c2)NC(=O)CS3)c1C (stereo not given)	4	-2	-2	-4	-2	1	6	5	6	1
COCCOC(=O)C1=C(C)N=C2SCCC(=O)N2C1c1cccc(Br)c1 (stereo not given)	2	0	-3	-5	0	-2	13	8	11	-7
COc1ccccc1C1CC(c2ccccc2)=NN1C(=O)c1ccccc1 (stereo not given)	-7	0	-1	4	-6	0	6	-6	0	-7
CC1(C)CC[C@]2(C(=O)O)CC[C@]3(C)C(=CC[C@@H]4[C@@]5(C)CC[C@H](O)C(C)(C)[C@@H]5CC[C@]43C)[C@@H]2C1	6	-7	0	6	-1	-2	-12	0	-2	14
COc1ccccc1Cc1c(-c2ccc(OC)c(OC)c2)nc2c(C)cc(Br)cn12	1	-2	-9	-4	-11	1	-10	1	1	14
O=C(c1cc2cc([N+](=O)[O-])ccc2oc1=O)n1cccn1	0	-1	0	3	-5	1	6	-2	-1	6
O=C(N/N=C/c1cccc(O)c1)c1ccc(NC(=O)c2cccc([N+](=O)[O-])c2)cc1	-11	3	2	-4	5	0	14	-39	5	-2
Cc1nc(SCC(=O)NCC(F)(F)F)c2c(-c3cccs3)csc2n1	11	-2	-1	5	-1	0	1	8	7	10
Cc1ccc(C(O)CN2C3=NCCN3c3ccccc32)cc1 (stereo not given)	-1	-8	2	2	3	-2	-10	1	0	-2
CC(=O)C1C(c2ccc(Cl)cc2)c2c(noc2C)CC1(C)O (stereo not given)	16	-3	2	1	3	3	4	3	8	-9
CCOC(=O)N1CCN(C(=O)c2cc(COc3cccc(C(F)(F)F)c3)on2)CC1	-8	-5	-1	5	-15	-1	4	-2	2	-6
COc1ccc(-n2nnnc2C(C2CC2)N2CCN(C/C=C/c3ccccc3)CC2)cc1 (stereo not given)	5	0	5	-10	2	4	-3	2	-1	-14
NNc1nc2ccc(Cl)cc2s1	-6	5	-7	4	-9	-3	-2	23*	11	-11
CSCCC(=O)NC1CC(C)(C)Cc2c1cnn2-c1ccccc1C (stereo not given)	1	-4	-3	-2	-9	-7	-6	1	3	8
COc1ccc(OC(C)C(=O)Nc2ccc(F)cc2F)cc1 (stereo not given)	-1	-4	-2	-19	3	12	2	-6	4	6
CCn1cc(S(=O)(=O)CC(=O)Nc2ccc3c(c2)OCCO3)c2ccccc21	-8	1	3	12	-5	-3	-2	2	2	3
CCC/C=C1/CCCOC(C(=O)NCc2cc(C)n(C)n2)(C(F)(F)F)C1 (stereo not given)	6	2	3	6	7	-2	0	-3	-4	0
Cc1cc(C)n2c(-c3ccccc3Cl)nnc2n1	1	-13	-18	6	-22	-2	-34	-3	6	2
CCCC(=O)C1=C(O)C(C(=O)OC)C(C)(C)CC1=Nc1cccc([N+](=O)[O-])c1 (stereo not given)	-7	-2	-2	5	-5	0	5	-3	-3	-4
O=C1CN(C(=O)CC2C(=O)NCCN2Cc2ccccc2C(F)(F)F)CCN1 (stereo not given)	9	-11	-24	-6	-34	1	-36	4	-3	9
COC(=O)c1ccc(COc2ccc(/C=C/C(=O)c3ccc(OC)c(CSCC(=O)O)c3)cc2OC)cc1	6	-9	-153	-3	-210	-12	-13	-16	-4	0
O=S1(=O)c2cc(Cl)ccc2N2CCC[C@@H]2CN1Cc1ccc(Cl)c(Cl)c1	6	-4	-4	-4	-5	2	-10	7	8	3
O=C(Nc1cccnc1)c1cc(F)cc(F)c1	6	-5	0	4	2	5	-3	-8	-1	-15
O=C(NCC1CC1)c1csc([C@@H]2O[C@H](CO)[C@H](O)[C@H](O)[C@H]2O)n1	-2	2	4	2	4	-2	-5	5	-2	-1
O=C(CSc1ccc(-c2cccc([N+](=O)[O-])c2)nn1)NCc1ccccc1	6	-2	3	5	-7	-5	6	-1	-1	1
OCC1=C[C@@H](O)C2C=CO[C@@H](O[C@@H]3O[C@H](CO)[C@@H](O)[C@H](O)[C@H]3O)C12 (stereo not given in full)	5	0	4	-9	1	6	3	0	-1	7
CCCCC(C(=O)NC(C)(C)C)N(Cc1ccccc1Cl)C(=O)c1snc(C(N)=O)c1N (stereo not given)	-5	-60	-53	4	-77	-6	-112	-10	6	-3
N#CNC(=Nc1cccc(F)c1)SCc1ccccc1	-9	4	3	0	7	-1	9	-2	-2	11
O=C(CCC1CCCCC1)NNC(=O)c1cnccn1	2	-1	0	8	1	1	-1	4	3	3
Cc1c(Cl)c([N+](=O)[O-])nn1CC(=O)N1CCc2ccccc2C1	2	-2	0	4	0	1	3	1	-6	-2
Cc1ccc(SCCC(=O)N(C)C)cc1	0	-4	-2	4	0	12	-4	-3	2	3
COc1ccccc1CNC(=O)CN(C)S(=O)(=O)c1cccc2cccnc12	2	-3	3	-7	-3	0	-10	7	-3	5
COC(=O)Nc1nc(C)c(C(=O)N(C)C)s1	5	-1	-1	-1	4	-1	7	7	7	-13
COC(=O)CSc1nnc([C@H](Cc2ccccc2)NC(=O)OC(C)(C)C)o1	-13	2	6	8	4	-4	1	5	7	16
COc1cccc2cc(C(C)N(CCCN3CCOCC3)C(=S)Nc3cc(C)ccc3C)oc12 (stereo not given)	-9	-6	3	9	1	-6	7	3	0	-7
CC1(C)CC(=O)C=C(Nc2ccc(F)cc2F)C1	-2	-3	-13	15	-18	-2	-26	-1	-5	0
CCOC(=O)C1=CCN(S(=O)(=O)c2ccc(Br)cc2)C1c1cccc(F)c1 (stereo not given)	7	1	0	-6	0	1	1	-4	2	8
Cc1ccc(NC(=O)COC(=O)CN2CCCCCC2=O)cc1C	6	1	1	-2	-1	7	4	3	7	19
COc1ccc(C)cc1C(=O)CCC(=O)N1CCN(c2ccccc2F)CC1	-3	-7	-4	0	-5	3	-8	0	-6	0
COc1ccc(OC)c(NC(=O)c2ccc3c(c2)OCO3)c1	16	-4	1	3	-6	0	-6	-5	2	-5

# Carrying on.
canonical_smiles	TDP2 inh	ADAM17 inh	PLC-gamma1 inh	ARFGAP1 inhibitor	PLCb3 inh	DDE Tn6 FP inh	ADAM10 inh	SIAE primary	Tn7 DDE FP	ASAP1 GAP inh
S=C(Nc1ccc(Cl)cc1)c1sc(N2CCCCC2)nc1N1CCOCC1	9	-3	-4	-2	-3	1	-1	-1	-1	4
C/C(=N\NC(=O)CCCC(=O)O)c1c(-c2ccccc2)c2cc(Cl)ccc2[nH]c1=O	20	-7	-1	-5	-6	4	-10	5	1	7
CC(C)(C)NC(=O)C1CCN(S(=O)(=O)c2ccc(Br)cc2)CC1	-2	-3	2	3	-2	3	-9	-7	4	-14
O=C(NNC(=O)c1ccccc1Br)c1cnccn1	-7	2	3	15	-3	4	-12	1	2	15
CC1CC(C)CN(CCCNC(=O)c2ccc(N3CCCC3=O)cc2)C1 (stereo not given)	17	1	5	5	-1	3	-5	-3	-7	1
COc1cc(C(=O)N2CCCc3ccccc32)cc(OC)c1OC	-5	-3	1	9	4	-1	9	-1	-3	-3
CCCCN(C(=O)Cc1ccc2c(c1)OCCO2)c1c(N)n(CCC)c(=O)[nH]c1=O	5	4	5	18	-8	3	-13	5	-9	-3

# Fetched by compound from the entries so far, 3 records:
canonical_smiles	TDP2 inh	ADAM17 inh	PLC-gamma1 inh	ARFGAP1 inhibitor	PLCb3 inh	DDE Tn6 FP inh	ADAM10 inh	SIAE primary	Tn7 DDE FP	ASAP1 GAP inh
S=C(Nc1ccc(Cl)cc1)c1sc(N2CCCCC2)nc1N1CCOCC1	9	-3	-4	-2	-3	1	-1	-1	-1	4
COc1cc(C(=O)N2CCCc3ccccc32)cc(OC)c1OC	-5	-3	1	9	4	-1	9	-1	-3	-3
CC1CC(C)CN(CCCNC(=O)c2ccc(N3CCCC3=O)cc2)C1 (stereo not given)	17	1	5	5	-1	3	-5	-3	-7	1
